# Compound activity as filed in PubChem.
# VIM-2 inh – inhibitors of Pseudomonas aeruginosa VIM-2 metallo-beta-lactamase; purified VIM-2, nitrocefin hydrolysis, epi-absorbance fluorescence; 290,000 tested, 0.89% active; inhibition, % at 5.6 µM;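 active = inhibition above the mean of all tested compounds plus 3 SD, cutoff set per screening run, cut at about 7.5% in these data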;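 also: red hydrolysis product quenches plate fluorescence so inhibitors raise well fluorescence; 0% = enzyme with DMSO and 100% = DMSO without enzyme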
# M18AAP inhibitor – PfM18AAP enzyme inhibition | recombinant PfM18AAP, H-Glu-NHMec fluorogenic cleavage | inhibition, % at 7.35 µM | 290,000 tested, 1.2% active;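 active = inhibition above the campaign mean inhibition over all tested compounds plus 3 SD, cut at about 28% in these data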;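 also: 0% = plate median of test compound wells and 100% = 2 mM ZnCl2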
# MEKK2 mut-MEK5 – signal of MEK5 binding to mutant human MEKK2 PB1 domain. bead flow cytometry, Alexa488-MEK5 binding to MEKK2 mutant. percent response, % at 10 µM. 290,000 tested, 0.35% active; in the data active = percent response above about 24%, passing the limit was not always enough; also: inactives centre near 1; some results filed as inactive read as strong as hits
# IMP-1 inh – inhibitors of Pseudomonas aeruginosa IMP-1 metallo-beta-lactamase; 290,000 tested, 0.45% active; purified IMP-1, nitrocefin hydrolysis, epi-absorbance fluorescence; AID 1556; inhibition, % at 5.6 µM;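 active = inhibition above the mean plus 3 SD of all compounds in the same screening run, cut at about 4.5% in these data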;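 also: 0% = IMP-1 with DMSO and 100% = DMSO wells lacking enzyme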
#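 System: purified IMP-1; amount: IMP-1 0.2 nM before substrate addition; compound: single dose, 5.6 µM; times: 25 °C, 15 min preincubation, 25 min reaction; signal: Epi-absorbance via hydrolysed-nitrocefin quenching of white-plate fluorescence, 480/530 nm, EDTA stop; benchmarks: DMSO with and without IMP-1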
# HCV NS3 hel inh – inhibitors of Hepatitis C virus NS3 helicase | NS3 helicase DNA unwinding, Cy5 molecular beacon fluorescence | inhibition, % at 10.9 µM | 290,000 tested, 0.56% active | AID 1800;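 active = inhibition above the mean of all tested compounds plus 3 SD, set per campaign, cut at about 35% in these data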;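 also: 0% = DMSO wells and 100% = thioflavine S control wells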
#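 Compound dosing – single dose, 10.9 µM nominal final, DMSO 0.8% final · System – NS3 helicase fragment of HCV · Buffer or medium – MOPS pH 6.5, MgCl2, DTT, Tween20, BSA · Signal – Cy5 beacon fluorescence read at start and 1 h · Also added – annealed dual-labelled DNA beacon duplex, ATP-started · Schedule – 1 h at 25 °C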
# FID counter – displaces DNA intercalator in HCV helicase counter-screen; AID 1845; 290,000 tested, 0.17% active; DNA fluorescent intercalator displacement, fluorescence; inhibition, % at 7.9 µM; in the data active = inhibition above about 37%;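 also: 0% = vehicle and 100% = reference compound; higher means more ethidium bromide displaced from hairpin DNA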
# UBC9 SUMO inh – blocks human SUMOylation mediated by UBC9; P63279; AID 2006; 290,000 tested, 0.36% active; HTRF SUMOylation assay, SAE1/SAE2 + UBC9, in vitro; inhibition, % at 35 µM; in the data active = inhibition above about 50%, passing the limit was not always enough; also: strong numbers were not always called active
# Target sequence (P63279 whole entry, looked up): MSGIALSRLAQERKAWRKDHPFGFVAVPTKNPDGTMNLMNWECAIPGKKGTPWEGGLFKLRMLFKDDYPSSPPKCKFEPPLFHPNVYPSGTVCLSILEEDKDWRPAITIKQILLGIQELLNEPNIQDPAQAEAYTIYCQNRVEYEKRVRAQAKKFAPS
# MEKK2wt PB1 HTS – raises or lowers MEK5 binding to wildtype human MEKK2 PB1 domain; Q9Y2U5; bead flow cytometry, Alexa488-MEK5 binding to MEKK2 WT; actives lie on both sides; binding response (% of control), % at 10 µM; 290,000 tested, 1.1% active; AID 1531; in the data active = binding response below about 67% or above about 130%
# NALP1 yeast inh – NALP1 inhibition; 280,000 tested, 0.61% active; inhibition, % at 10 µM; AID 2071; S. cerevisiae NALP1/ASC/caspase-1 growth, X-gal OD620, 72 h; in the data active = inhibition mostly above about 24%, no sharp cut-off; inactive = mostly below about 32%; also: some compounds called inactive have numbers as strong as hits
# * hit, by the source's call; nt = no result given; [ ] = another dose, or the depositor's remark. This is a random part of the collection; overall some 4.7% were active at least once.
SMILES,VIM-2 inh,M18AAP inhibitor,MEKK2 mut-MEK5,IMP-1 inh,HCV NS3 hel inh,FID counter,UBC9 SUMO inh,MEKK2wt PB1 HTS,NALP1 yeast inh
CCCOc1ccc(C(=O)CCN2CCN(C(=O)OCC)CC2)cc1,-1.7,-6.0,2.0,-1.1,10.7,-4.3,13.0,100.0,-13.5
COc1ccc(C(=O)N/N=C/c2ccc(OC)c(COc3ccc(F)cc3)c2)cc1,-2.5,-15.1,3.0,-0.8,-9.5,-24.9,12.2,107.0,18.3
CN(c1ccccc1C(=O)NCC1CCCO1)S(C)(=O)=O (centres undefined),-7.4,-4.6,-1.0,-1.6,-3.6,-1.1,12.0,103.0,27.6
COc1ccc(NC(=O)C2(S(=O)(=O)c3ccc(C)cc3)CC2)cc1,-3.0,0.3,-3.0,-2.6,-2.4,-9.3,3.6,98.0,17.8
O=C(NC1CCCN(Cc2ccccc2F)C1)c1cccs1 (centres undefined),0.8,-2.8,-1.0,-0.3,3.9,1.2,4.5,100.0,4.7
CC(=O)Nc1ccc(N(C(=O)CNC(=O)c2ccco2)C(C(=O)NCc2ccco2)c2ccccc2F)cc1 (centres undefined),-3.6,-3.0,1.0,-2.9,12.3,-16.5,-4.7,105.0,-7.5
Cc1cc(C)c2sc(NC(=O)CN3C(=O)CCC3=O)nc2c1,-0.2,-1.9,11.0,-2.9,-12.5,-8.5,-9.6,107.0,nt
N=C(N)c1ccc(/C=C/c2ccc(C(=N)N)cc2O)cc1,4.2,-14.6,-11.0,5.7*,-15.7,52.9*,35.7,95.0,6.4
CN1c2ccccc2C(O)=C(C(=S)Nc2ccccc2)S1(=O)=O,0.9,26.7,4.0,-1.4,5.9,-5.6,3.1,113.0,29.8
Cc1cccc(NC(=O)C2Cc3ccccc3O/C2=N\O)c1 (centres undefined),-2.0,2.4,2.0,-1.7,-3.8,-2.7,1.4,104.0,11.8
COc1c(Br)cc([N+](=O)[O-])c(OC)c1C(=O)NC(=O)Nc1c(Cl)cccc1Cl,-0.1,11.4,-9.0,-3.5,-1.4,-12.8,8.0,89.0,8.9
O=c1c2ccccc2c(C=Nc2cccc(S(=O)(=O)NC3=NCCCCC3)c2)c(O)n1Cc1ccccc1,2.7,0.5,-20.0,0.3,19.6,2.1,16.8,77.0,27.8
Cc1ccc(Nc2ncccc2C(=O)O)cc1C,-3.0,4.5,-1.0,-0.8,10.1,3.1,22.8,102.0,19.0
CCOC(=O)C1CCCN(c2c(NCCN(CC)c3ccccc3)c(=O)c2=O)C1 (centres undefined),-3.5,4.1,0.0,-2.5,23.5,-23.6,-4.9,104.0,20.2
CC1CC(C)CN(S(=O)(=O)c2ccc(C(=O)N3CCOCC3)cc2)C1 (centres undefined),-3.6,-3.4,4.0,-2.0,-5.7,-18.9,0.8,104.0,6.2
CCN(CC)CCNc1nc2cc(OC)c(OC)cc2c2nc(-c3ccccc3)nn12,1.7,-2.2,10.0,-2.1,3.7,28.4,19.3,143.0*,16.3
COc1cc(C(=O)Oc2ccccc2N)cc(OC)c1OC,-6.6,6.8,10.0,-3.0,-0.8,-7.3,12.4,103.0,17.8
CCCCOc1ccc(C(=O)N2CCN(c3ncccn3)CC2)cc1,-1.6,-3.1,2.0,-4.3,-3.3,-41.2,3.8,102.0,25.0
Cc1nc(NC(=O)CSc2nccn2C)sc1C(=O)N(C)C,-1.9,-11.0,9.0,-3.2,2.9,-6.3,18.0,108.0,11.4
CC1CC(C)CN(C(=O)CSc2nnc(-c3ccc(Cl)s3)o2)C1 (centres undefined),0.3,-12.1,-2.0,-1.9,-2.2,-9.3,-1.1,100.0,23.1
Cc1c(NS(=O)(=O)c2ccc(N3CCN(C)CC3)c([N+](=O)[O-])c2)c(=O)n(-c2ccccc2)n1C,-0.4,-4.3,1.0,-0.4,-13.5,4.0,4.3,103.0,2.7
O=[N+]([O-])c1ccc2nc(SCc3cn4cc(Cl)ccc4n3)[nH]c2c1,-3.3,1.1,10.0,-3.5,-7.2,3.3,26.7,107.0,27.3
Cc1ccc(CN2CCC(C(=O)Nc3ccc(Oc4cccnc4)cc3)CC2)cc1,0.5,-4.8,2.0,-1.4,-27.8,18.6,4.5,114.0,38.4
FC(F)(F)c1nc(N2CCN(c3ccccc3)CC2)nc2c1CCCCC2,0.7,-1.8,5.0,-3.1,-1.3,-8.1,2.6,101.0,12.8
Cc1cc(S(=O)(=O)N2CCOCC2)ccc1OCC(=O)N1CCCC1,-0.2,1.8,-4.0,-1.2,-5.2,-3.9,13.5,96.0,6.0
Cc1ccc(NC(=O)CSc2ncc3ccccn23)cc1C,2.3,8.2,-2.0,-1.2,-11.6,0.7,10.0,89.0,13.3
Cn1cc(Br)c(-c2cccc(N3C(=O)CCCC3=O)c2)n1,-1.3,-16.4,-21.0,-3.0,-2.1,-5.6,7.8,82.0,31.1
NC(=O)c1ccc(-n2nnnc2SCC(=O)NC2CCCCC2)cc1,-1.1,-0.1,3.0,-2.6,0.6,-3.8,5.9,104.0,20.6
Cc1csc(NC(=O)Cc2ccccc2[N+](=O)[O-])n1,-1.5,1.9,1.0,-4.1,0.9,1.8,7.3,103.0,-2.2
CCCCn1c(N)c(N(CC(C)C)C(=O)c2ccc3c(c2)NC(=O)C(C)S3)c(=O)[nH]c1=O (centres undefined),-2.3,-0.1,7.0,-1.3,5.3,-13.8,2.7,111.0,13.9

# Look-ups from the results shown:
# Result of `Cc1c(NS(=O)(=O)c2ccc(N3CCN(C)CC3)c([N+](=O)[O-])c2)c(=O)n(-c2ccccc2)n1C` in VIM-2 inh: -0.4
# Result of `Cc1ccc(CN2CCC(C(=O)Nc3ccc(Oc4cccnc4)cc3)CC2)cc1` in M18AAP inhibitor: -4.8

# Among those listed so far, these have bromine:
SMILES,VIM-2 inh,M18AAP inhibitor,MEKK2 mut-MEK5,IMP-1 inh,HCV NS3 hel inh,FID counter,UBC9 SUMO inh,MEKK2wt PB1 HTS,NALP1 yeast inh
COc1c(Br)cc([N+](=O)[O-])c(OC)c1C(=O)NC(=O)Nc1c(Cl)cccc1Cl,-0.1,11.4,-9.0,-3.5,-1.4,-12.8,8.0,89.0,8.9
Cn1cc(Br)c(-c2cccc(N3C(=O)CCCC3=O)c2)n1,-1.3,-16.4,-21.0,-3.0,-2.1,-5.6,7.8,82.0,31.1

# Returning to the listing with the 2 entries that preceded the break.
SMILES,VIM-2 inh,M18AAP inhibitor,MEKK2 mut-MEK5,IMP-1 inh,HCV NS3 hel inh,FID counter,UBC9 SUMO inh,MEKK2wt PB1 HTS,NALP1 yeast inh
Cc1csc(NC(=O)Cc2ccccc2[N+](=O)[O-])n1,-1.5,1.9,1.0,-4.1,0.9,1.8,7.3,103.0,-2.2
CCCCn1c(N)c(N(CC(C)C)C(=O)c2ccc3c(c2)NC(=O)C(C)S3)c(=O)[nH]c1=O (centres undefined),-2.3,-0.1,7.0,-1.3,5.3,-13.8,2.7,111.0,13.9
CNC(=O)N1c2ccccc2CCc2ccccc21,-1.3,-5.8,3.0,0.6,6.1,-3.1,16.2,103.0,16.6
O=C(NC1CC1)C1CCN(Cc2cnn(-c3ccccc3)c2-n2cccc2)CC1,-2.9,4.4,-8.0,2.7,-0.2,2.3,15.6,99.0,8.5
Cc1cc(C)cc(OCc2nc(-c3cccnc3)no2)c1,-3.4,1.4,0.0,-2.4,-8.1,-25.3,4.1,95.0,-2.2
O=C(Nc1cc([N+](=O)[O-])ccc1O)c1cccc(C(=O)Nc2cc([N+](=O)[O-])ccc2O)c1,-0.6,-0.7,7.0,25.9*,6.2,28.4,4.4,108.0,10.4
CCc1c(C)nc(N2CCN(c3cccc(OC)c3)CC2)[nH]c1=O,-2.1,1.1,4.0,-4.4,-0.5,-21.0,16.0,102.0,-22.0
COc1ccccc1[C@@H]1C(c2cccc(Cl)c2)=NN(c2ccc(Br)cc2)[C@H]1C(=O)N1CCOC1=O,-4.2,-9.1,-3.0,-3.1,-0.3,0.3,19.0,91.0,17.3
CCCCSc1nc2c(c(=O)n1CC)SC(C)C2 (centres undefined),0.4,1.0,9.0,-3.0,-15.2,-3.2,11.2,111.0,nt
Cc1cc(/C=N/N2CCN(C)CC2)c(C)n1-c1ccc(Cl)cc1,-1.7,2.4,23.0,-1.5,-28.4,-1.8,14.9,125.0,0.9
Clc1ccc2c(c1)C(C1=NCCN1)c1ccccc1CS2 (centres undefined),-2.7,-3.0,-3.0,-3.8,0.1,12.8,-1.2,94.0,9.4
O=C(c1ccc(NC2=NC3CS(=O)(=O)CC3S2)cc1)N1CCN(c2ccccc2F)CC1 (centres undefined),0.3,-2.1,-9.0,0.0,12.1,-15.5,12.5,97.0,-2.9
O=C(NCN1C(=O)C2C3C=CC(C3)C2C1=O)Nc1ccccn1 (centres undefined),-2.6,-1.1,-3.0,-1.2,-1.6,-2.9,-3.2,98.0,13.4
Cc1cc(F)ccc1S(=O)(=O)Nc1ncnc2scc(-c3ccc(F)cc3)c12,-4.1,2.3,-3.0,-2.8,27.1,-20.1,17.7,88.0,21.8
COc1ccc(COC(=O)Nc2cc3c(C(F)(F)F)nn(C)c3s2)cc1,-0.6,15.9,-1.0,-3.1,-3.4,-12.9,-6.5,94.0,-20.8
CC(=O)NCCCNS(=O)(=O)c1ccc(C)cc1,-2.6,4.5,5.0,-2.6,9.3,-1.3,5.3,101.0,-9.2
Cc1cc(C(=O)N/N=C/C=C/c2ccc3c(c2)OCO3)n[nH]1,-8.3,13.0,-4.0,0.1,7.5,-14.3,11.5,96.0,34.6
O=C(COC(=O)/C=C/c1cccs1)Nc1nc(-c2cccc(Br)c2)cs1,-0.9,-5.5,-20.0,-0.6,-18.6,-2.8,12.5,86.0,nt
O=C(CCCOc1ccccc1)Nc1cccc(C(=O)O)c1,-2.1,-4.9,1.0,-0.1,-2.8,-2.6,5.6,102.0,9.6
O=C(CSc1nnc(-c2ccccc2F)n1C1CCCCC1)N1CCCC1,-2.3,6.1,-6.0,-2.9,7.7,-29.2,5.2,97.0,7.0
CN(C)/C=C(\C#N)C(N)=C(C#N)C#N,-0.1,-9.7,-7.0,-1.5,4.1,2.6,14.3,92.0,11.1
COc1c(O)cccc1-c1nnn(CCC(=O)OCC(=O)c2ccccc2)n1,-3.7,0.3,0.0,-3.7,4.3,-9.6,-2.6,104.0,8.4
CCCCC(=O)Nc1cccc(NC(=O)c2ccc(Br)cc2)c1,-2.2,2.4,8.0,-3.2,-6.4,-10.2,-8.6,111.0,-0.6
Cc1cccc(C(=O)Nc2ccc(C)c(OC(=O)c3cccc(C)c3)c2)c1,-1.1,-8.7,-26.0,-0.6,-20.1,-3.4,-17.1,-2.0*[inhibitor],5.7
Cc1onc(-c2ccccc2Cl)c1C(=O)NCC(=O)O,-2.1,-27.0,-1.0,-5.5,12.9,6.2,5.2,104.0,19.9
Cc1c(NC(=O)C(C)OC(=O)COc2cccc3c2OC(C)(C)C3)c(=O)n(-c2ccccc2)n1C (centres undefined),-0.6,-4.9,-2.0,-2.6,1.7,-24.6,0.6,100.0,4.2
